p53ts 32C kill: p53ts cell cytotoxicity, permissive temperature. H1299-p53A138V at 32C, ATP luminescence viability, 24 h. Potency, µM (series often up to 46.1 µM), without a hit: at the top dose activity change, negative = cytotoxicity, hits mostly cytotoxic. 130,000 tested, 0.93% active. AID 924;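 note: 0% = DMSO and -100% = full killing by reference compound; nearly all actives have a fitted effect of over 55% in size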
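Cells: H1299 p53ts (A138V), 600/well, pre-incubated 16–30 h at 37C. Cpd up to 46 uM, 24 h, 32C. Readout: ATPlite luminescence, 20 min RT. Normalization: DMSO vs tamoxifen 100 uM. AC50 by Hill equation.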
p53ts 39C kill: cytotoxicity in p53ts cells at nonpermissive temperature | AID 902 | H1299-p53A138V viability at 39C, ATP luminescence, 24 h | 130,000 tested, 1.5% active | Potency, µM (titrated, usually from 46.1 µM), for inactives: at the highest dose activity change, negative = cell killing, usual class: cytotoxic; note: nearly all actives have a fitted effect of over 55% in size
IkB signaling: IkB pathway inhibition in ABC-DLBCL cells; ABC-DLBCL IkBa-CBG/CBR dual luciferase ratio, 4 h; response scale: scaled: untreated 0%, proteasome inhibitor 100%; Potency, µM (highest dose often 57.1 µM), for the others: at the top dose IkBa stabilization activation; 110,000 tested, 0.04% active; active = well fitted curve in the direction sought with a large enough effect in the signal ratio, not every such curve was filed as active; inconclusive = small, poorly fitted or top-dose-only effect, or a change in a side signal; the % refers to the signal ratio;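 note: the direction sought is a rising ratio; 0% = basal untreated cells and 100% = reference inhibitor full response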
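Curves were fitted separately to fusion (green), unfused (red) and ratio luminescence, then classed by r2, magnitude and activity. Cells: OCI-Ly3, 4 h compound plus doxycycline at 37C; 10 uM MG-132 defined full response.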
Peg3 imprint: inducers of genomic imprint erasure in mouse ES cells; mouse ES Peg3-LacZ reporter, beta-gal luminescence, 40 h; Potency, µM (doses to about 60.7 µM), for inactives: at the top dose activity change, positive = activation, most hits filed as activators; 110,000 tested, 0.02% active; AID 1948;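 note: 0% = negative control wells on the plate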
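Imprint erasure is scored as LacZ activity from the silenced maternal Peg3 allele in feeder-free female ES cells cultured 40 h with LIF. Luminescence is normalized to in-plate negative controls and fitted to the Hill equation.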
Active calls of the source: *; ? = inconclusive; / = no result given; [ ] = dose if it differs, or a comment. Unless noted, calls come from the whole dose curve; as a rule, active = well fitted curve in the direction sought with a large enough effect; inconclusive = small, poorly fitted or top-dose-only effect, or another doubt; inactive = no such curve, though single readings can be large; an effect the other way counts as inactive or inconclusive. Unless noted, % is set by controls: 0 for no effect and ±100 for the full control effect; potency is the fitted concentration of half-maximal effect.

SMILES	p53ts 32C kill	p53ts 39C kill	IkB signaling	Peg3 imprint
O=C(CCSCCc1ccccn1)Nc1ccccc1C(F)(F)F	4%	20%	-0.1%	-8%[10.9 µM]
Cc1nc2sc(C(c3ccco3)N3CCN(c4ccccc4)CC3)c(O)n2n1 (stereo unspecified)	-25%	-13%	?	-9%
O=C(NCCc1ccc(Cl)cc1)c1ccc2c(c1)N(Cc1ccccc1)CCS2	12%	-18%	?	-12%[10.9 µM]
C=C(C)Cn1c(CCNC(=O)C(C)(C)C)nc2ccccc21	5%	-5%	-0.1%	-10%
O=C(Nc1ccc2nc(SCC(=O)N3CCCC3)sc2c1)c1ccc(F)cc1	-3%	-5%	0.5%	-17%[10.9 µM]
COc1ccc2c(c1)C(=NO)c1cc(OC)ccc1-2	5%	2%	-2.1%	-7%
CCOc1cccc(NC(=O)c2ccc(F)c(S(=O)(=O)N(CC)c3cccc(C)c3)c2)c1	-5%	-22%	1.5%	-23%[10.9 µM]
Cc1ccc2[nH]c(-c3ccccc3)cc(=O)c2c1	6.3µM*	5µM*	14%	-71%[inhibitor]
COc1ccc(NC(=O)CSc2nc3c(c(=O)n2-c2ccc(F)cc2)SCC3)c(OC)c1	5%	-3%	-0.9%	6%
Cc1cc(C(=O)CSc2nnc(-c3cccc(F)c3)n2N)c(C)n1Cc1ccc2c(c1)OCO2	7%	-22%	6.0%	-26%
CCON1C(=O)CN(C(=O)OC)C1c1ccc(Cl)cc1Cl (stereo unspecified)	17%	-4%	/	/
CCC1=NC(c2ccccc2OC)N(O)C1(C)C (stereo unspecified)	7%	1%	0.4%	0%
COCc1cc(C)nc2sc(C(=O)N3CCCC3)c(N)c12	0%	3%	-1.7%	-12%
CCc1ccc2ncc(S(=O)(=O)c3ccc(Cl)cc3)c(N3CCN(CC)CC3)c2c1	-6%	-26%	-0.2%	-10%[10.9 µM]
CCN1CCCC1Cn1c(-c2ccccc2)nc2c(N(CCOC)CCOC)nc(C)nc21 (stereo unspecified)	2%	-13%	/	-1%
O=C(NCCc1ccc(Cl)cc1)c1ccc(CSCc2ccc(Cl)cc2)o1	14%	-12%	?	-18%[10.9 µM]
COc1ccc(C(=O)NCc2nnc(SC)n2C2CCCCC2)cc1	-1%	8%	/	/
O=C1/C(=N/n2cnnc2)c2ccccc2N1Cc1ccccc1	-3%	-6%	?	-27%
COc1ccc(NC(=O)C2=C(C)Nc3nc(SCc4ccc(Cl)cc4)nn3C2c2cccc(OC)c2OC)cc1 (stereo unspecified)	-14%	-14%	0.4%	-2%[10.9 µM]
COc1ccc(NC(=O)C(C)NS(=O)(=O)c2ccc(NC(C)=O)cc2)cc1Cl (stereo unspecified)	5%	-12%	-1.1%	3%
COc1ccc(Cl)cc1NC(=O)Cn1nc(C(F)(F)F)c2c1CCC2	7%	-5%	-2.6%	10%[10.9 µM]
CCn1c(=O)n(CC(=O)NCc2ccccc2OC)c(=O)c2ccccc21	-4%	14%	?	5%
CCc1ccc(C2NC(=O)c3[nH]nc(-c4cccc(OC)c4)c32)cc1 (stereo unspecified)	10%	8%	?	11%[10.9 µM]
CCc1ccc2nc(NC(=O)CSCc3c(C)noc3C)sc2c1	-11%	?	?	-19%
CCCNc1c(NC(=O)c2ccc(OCCC)cc2)c(=O)oc2ccccc12	12%	36%[activator]	?	9%[10.9 µM]
The list goes on.
SMILES	p53ts 32C kill	p53ts 39C kill	IkB signaling	Peg3 imprint
COc1cc(NS(=O)(=O)c2ccc(NC(C)=O)cc2)cc(OC)c1	1%	-7%	2.8%	-10%
CC1CCN(C(=O)c2scc3c2OCCO3)CC1	5%	-3%	-2.1%	-11%
O=C(Cn1ccc2cc(S(=O)(=O)N3CCCC3)ccc21)NCc1ccc(Cl)cc1	-15%	-25%	0.4%	17%[10.9 µM]
COc1ccc(Cl)cc1NC(=O)C1CCCN(S(=O)(=O)c2cccc3nonc23)C1 (stereo unspecified)	-2%	8%	1.7%	?
CCN1CCN(Cc2c(C)[nH]c3ccc(C(=O)OC)cc3c2=O)CC1	16%	15%	-6.0%	-9%
CCOCCCNC(=O)C(c1ccccc1)N(Cc1ccc2c(c1)OCO2)C(=O)CNC(C)=O (stereo unspecified)	-7%	-5%	-1.4%	0%
CCc1ccccc1NC(=O)c1onc(C)c1Cl	-1%	-3%	2.4%	-11%
CCn1c(CN2CCCCC2)nc2cc(NC(=O)COc3ccccc3C(C)(C)C)ccc21	-9%	12%	-2.4%	-24%[10.9 µM]
CCN(CC)C(=O)Cn1ncc2c1-c1ccccc1OC2	5%	-8%	0.5%	-7%
CSc1nc(=O)n(-c2ccccc2)c(C)c1C(C)=O	-14%	-13%	-2.3%	-33%[inhibitor]
CCCCn1c(=O)c2oc3ccccc3c2n(Cc2cccc(F)c2)c1=O	4%	-22%	-0.3%	-20%[10.9 µM]
O=C(NCc1cccs1)[C@@H]1CSC2c3ccccc3C(=O)N21 (stereo partly specified)	5%	13%	1.9%	1%
CC1CCCC(C)N1C(=O)c1cc(-c2ccc(Cl)c(Cl)c2)on1 (stereo unspecified)	0%	-9%	3.7%	-32%[inhibitor]
COc1cccc(Cn2c(C)c(CNCc3ccccc3Cl)c(C(=O)O)c2C)c1	10%	-7%	-0.9%	-11%[10.9 µM]
Cc1cc(C)nc(-n2c(Nc3ccccc3)cc(=O)c3c(C)n(-c4ccccc4)c(=O)nc32)n1	9%	3%	-1.7%	17%
COC(=O)C1=C(C)n2nnnc2NC1c1cc2ccccc2o1 (stereo unspecified)	15%	20%	-0.1%	-20%
Cn1c(=O)n(C)c2cc(S(=O)(=O)N3CCCc4ccccc43)ccc21	4%	-6%	5.8%	-10%
COc1ccccc1NC(=O)Cn1c(=O)n(CC2CCC(C(=O)NCCc3ccccc3)CC2)c(=O)c2ccccc21 (stereo unspecified)	16%	-3%	?	27%[10.9 µM]
CCOc1ccccc1CNC(=O)CSc1n[nH]c(-c2ccccc2)n1	-2%	-27%	-0.6%	-3%[10.9 µM]
O=C(c1ccco1)N1CCN(C(=O)c2cc3c(=O)oc4ccccc4c3s2)CC1	2%	-10%	0.4%	9%
CC1Cc2ccccc2N1C(=O)CSc1nc(-c2ccco2)cc(C(F)(F)F)n1 (stereo unspecified)	-4%	22%	-0.2%	/
Cc1cc(C)c(NC(=O)CSc2nc(=O)n(Cc3ccncc3)c3c2CCC3)c(C)c1	1%	-5%	-0.7%	?
NCCNCCNCCN	-10%[1.84 µM]	18%	2.0%	2%
O=C(CCCNS(=O)(=O)c1cccc2nsnc12)NCCc1ccccc1	19%	-4%	-0.3%	1%
C=CCn1c(=O)/c(=C/c2ccc(O)cc2)s/c1=C(/C#N)c1nnc2n1CCCCC2	-1%	4%	-0.7%	-4%
More compounds follow.
SMILES	p53ts 32C kill	p53ts 39C kill	IkB signaling	Peg3 imprint
CCOC(=O)c1sc(N(Cc2ccccc2)C(=O)CSc2nnc(C3CC3)n2N)nc1C	3%	-13%	-2.3%	-21%
COc1ccccc1Nc1nc(N)nc(CN2CCc3ccccc3C2)n1	-12%	2%	2.1%	-14%
COc1ccc(CCNC(=O)c2ccc3c(c2)N(Cc2ccccc2F)C(=O)c2ccccc2S3(=O)=O)cc1OC	13%	-24%	-1.4%	-9%[10.9 µM]
COc1ccccc1N1CCN(S(=O)(=O)c2cn(C)c(=O)n(C)c2=O)CC1	-24%	-5%	2.1%	-38%[inhibitor]
COC(=O)CSc1nc2cc(C)ccc2cc1C#N	-22%	-23%	0.3%	6%
CCCOc1ccccc1C(=O)N1CCCCC1CCN1CCOCC1 (stereo unspecified)	-8%	-14%	0.3%	24%[10.9 µM]
C=C(C)Cn1c(SCC(=O)Nc2cccc(C)c2)nc2sc3c(c2c1=O)CCCC3	6%	-1%	4.4%	21%[10.9 µM]
CC(C)NS(=O)(=O)c1ccc(OCC(=O)N2CCN(c3ccccc3F)CC2)cc1	3%	0%	?	14%[10.9 µM]
CCc1nnc(NC(=O)C2c3ccccc3Oc3ccccc32)s1	-2%	-11%	/	/
CC(NC(=O)COc1ccccc1)C(=O)NC1=NCCS1 (stereo unspecified)	2%	3%	-1.1%	-7%
CCS(=O)(=O)N1CCc2cc(C(=O)NCc3ccccc3OC)ccc21	-7%	-18%	?	-14%[10.9 µM]
CCOC(=O)c1sc2nc(N3CCOCC3)c3c(c2c1N)CCCC3	13%	10%	2.2%	-5%
CC1(C)CC(=O)C2=C(C1)N(CCN1CCOCC1)C1=C(C(=O)CC(C)(C)C1)C2c1cccc(F)c1	2%	-9%	2.3%	-7%
Cc1ccc2c(C)c(C(=O)Nc3nnc(C)s3)oc2c1	0%	4%	0.6%	9%
COc1ccccc1-c1cc(C(F)(F)F)nc(S(=O)(=O)CCCC(=O)Nc2ccc(F)cc2F)n1	?	-100%	?	-16%[10.9 µM]
COc1ccccc1-n1c(CNC(=O)c2ccc(S(=O)(=O)N3CCOCC3)cc2)n[nH]c1=S	0%	5%	?	-4%
O=C(CCCSc1nc2sc3c(c2c(=O)[nH]1)CCC3)NCCO	0%	-3%	7.8%	-5%
COc1ccc(N2C(=O)CC(Nc3ccc(N4CCOCC4)cc3)C2=O)c(OC)c1 (stereo unspecified)	2%	-3%	4.3%	-8%
COc1cc2c(cc1OC)C(c1ccc(C)o1)CC(=O)N2 (stereo unspecified)	8%	4%	-3.1%	-7%
O=c1[nH]c(NC2CCCCC2)nnc1Cc1ccccc1	3%	-4%	-1.0%	1%
Cc1ccc(N2CCN(C(=O)c3ccc(Nc4nc5ccccc5n5nnnc45)cc3)CC2)c(C)c1	0%	-4%	?	4%[10.9 µM]
O=C(CNC(=O)c1ccccc1)OCc1cc(=O)n2nc(C3CC3)sc2n1	11%	-9%	-2.6%	7%[10.9 µM]
Cc1ccccc1-c1noc(-c2ccc(NCc3cccnc3)c([N+](=O)[O-])c2)n1	4%	4%	-1.7%	-4%[10.9 µM]
CN1Cc2cc(C(=O)c3cc(Cl)cc(CSc4ncccn4)c3O)cnc2NC1=O	-10%	-19%	?	-19%
CCOc1ccc(C(=O)c2cn(Cc3ccccc3OC)c3cc4c(cc3c2=O)OCCO4)cc1	7%	-29%	?	-5%[10.9 µM]
O=C(Cc1ccccc1)Nc1sc2c(c1C(=O)Nc1ccccc1Cl)CCC2	6%	11%	-4.6%	-12%[10.9 µM]
C1=C(c2ccccc2)CCN(c2ncnc3nc[nH]c23)C1	-19%	-1%	0.9%	-16%
O=C(CN1C(=O)COc2ccc(S(=O)(=O)N3CCCCCC3)cc21)N1CCN(c2ccc(Cl)cc2)CC1	2%	35%[activator]	0.1%	14%[10.9 µM]
CCn1c(C(=O)N2CCC(C(=O)NCCc3ccc(C)cc3)CC2)cc2sccc21	5%	-21%	?	-5%[10.9 µM]
COc1ccc(NC(=O)CCCS(=O)(=O)c2nc(-c3ccc(OC)c(OC)c3)cc(C(F)(F)F)n2)cc1OC	?	2.5µM*	?	-34%[inhibitor][10.9 µM]

11 compounds from above, sorted by formula weight, largest number first.
SMILES	p53ts 32C kill	p53ts 39C kill	IkB signaling	Peg3 imprint
COc1ccc(NC(=O)CCCS(=O)(=O)c2nc(-c3ccc(OC)c(OC)c3)cc(C(F)(F)F)n2)cc1OC	?	2.5µM*	?	-34%[inhibitor][10.9 µM]
O=C(CN1C(=O)COc2ccc(S(=O)(=O)N3CCCCCC3)cc21)N1CCN(c2ccc(Cl)cc2)CC1	2%	35%[activator]	0.1%	14%[10.9 µM]
CCOC(=O)c1sc(N(Cc2ccccc2)C(=O)CSc2nnc(C3CC3)n2N)nc1C	3%	-13%	-2.3%	-21%
CC(C)NS(=O)(=O)c1ccc(OCC(=O)N2CCN(c3ccccc3F)CC2)cc1	3%	0%	?	14%[10.9 µM]
CCn1c(C(=O)N2CCC(C(=O)NCCc3ccc(C)cc3)CC2)cc2sccc21	5%	-21%	?	-5%[10.9 µM]
COc1ccc(N2C(=O)CC(Nc3ccc(N4CCOCC4)cc3)C2=O)c(OC)c1 (stereo unspecified)	2%	-3%	4.3%	-8%
COc1ccccc1N1CCN(S(=O)(=O)c2cn(C)c(=O)n(C)c2=O)CC1	-24%	-5%	2.1%	-38%[inhibitor]
CCS(=O)(=O)N1CCc2cc(C(=O)NCc3ccccc3OC)ccc21	-7%	-18%	?	-14%[10.9 µM]
COc1ccccc1Nc1nc(N)nc(CN2CCc3ccccc3C2)n1	-12%	2%	2.1%	-14%
O=C(CCCSc1nc2sc3c(c2c(=O)[nH]1)CCC3)NCCO	0%	-3%	7.8%	-5%
COc1cc2c(cc1OC)C(c1ccc(C)o1)CC(=O)N2 (stereo unspecified)	8%	4%	-3.1%	-7%

Compound activity (PubChem BioAssay)
